# Assay outcomes (PubChem)
# ASAP1 GAP inh: blocks human ASAP1-stimulated Arf1 GTP hydrolysis. 360,000 compounds, 0.19% hits. GDP FP detection. Q9ULH1. inhibition, % at 16.5 µM; in the data active = inhibition above about 25%;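 note: 0% = vehicle with enzyme and substrate and 100% = no enzyme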
# Target sequence (Q9ULH1 325-724 limits assumed): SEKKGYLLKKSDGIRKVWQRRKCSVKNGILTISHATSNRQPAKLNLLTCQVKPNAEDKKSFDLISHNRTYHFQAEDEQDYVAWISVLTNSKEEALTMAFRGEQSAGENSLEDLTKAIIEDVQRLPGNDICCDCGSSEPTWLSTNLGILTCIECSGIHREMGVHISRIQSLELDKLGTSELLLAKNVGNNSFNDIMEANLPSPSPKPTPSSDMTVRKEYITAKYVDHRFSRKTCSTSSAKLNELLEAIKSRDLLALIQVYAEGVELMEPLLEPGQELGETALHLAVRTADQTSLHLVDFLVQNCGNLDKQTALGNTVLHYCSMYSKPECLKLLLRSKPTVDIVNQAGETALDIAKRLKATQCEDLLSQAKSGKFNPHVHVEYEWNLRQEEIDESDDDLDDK
# HTRA1 inh: inhibitors of human serine peptidase HTRA1; Q92743; recombinant HTRA1, FP-rhodamine activity-based probe, fluorescence polarization; inhibition, % at 5.96 µM; 340,000 compounds, 0.5% hits; AID 504803; in the data active = inhibition above about 36%;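 note: 0% = enzyme with DMSO and 100% = wells lacking enzyme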
# ARFGAP1 inh: inhibits rat ARF GTPase activating protein 1. Q62848. Arfgap1-stimulated ARF1 GTP hydrolysis, GDP FP detection. inhibition, % at 16.5 µM. 360,000 compounds, 0.26% hits. AID 651572;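 active = inhibition above a per-plate limit, mean inhibition of low control wells plus 3 SD, cut at about 25% in these data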;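 note: 0% = DMSO wells with enzyme and 100% = wells lacking Arfgap1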
# Target sequence (Q62848 1-136 limits assumed): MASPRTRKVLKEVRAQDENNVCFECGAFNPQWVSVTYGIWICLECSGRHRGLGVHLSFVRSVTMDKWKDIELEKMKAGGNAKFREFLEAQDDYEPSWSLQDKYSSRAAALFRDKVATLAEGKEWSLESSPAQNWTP
#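 System: truncated rat Arfgap1 GAP domain / Medium: HEPES-based buffer, pH 7.5 / Also added: N-terminally truncated human ARF1-GTP substrate / Incubation: enzyme reaction 120 min at 25 °C after 20 min preincubation / Measured by: FP of antibody-bound GDP Alexa 633 tracer, ex 620/em 688 nm / Replicates: singlicate, each compound tested once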
# PG9 Ab binder: binds the HIV-1 gp120 antibody PG9. TR-FRET gp120-PG9 antibody binding. inhibition, % at 6.7 µM. 360,000 compounds, 0.43% hits. AID 624416; in the data active = inhibition above about 8.5%
# SMARCA2 activ: SMARCA2 function activation, primary screen | AID 652017 | MG213 cells, MMTV-luciferase reporter, dexamethasone, overnight | activation, % at 9.1 µM | 370,000 compounds, 1% hits; in the data active = activation above about 7.8%;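 note: 0% = vehicle wells and 100% = reference activator wells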
# GC-A act: GC-A (human) enzyme activation; 370,000 compounds, 0.14% hits; P16066; activation, % at 10 µM; HEK293 GC-A cells, cGMP TR-FRET, EC30 ANP; 0% at EC30 ANP, 100% saturating ANP; AID 1671463; in the data active = activation above about 40%
# ABHD4 inh: inhibitors of mouse ABHD4; purified mABHD4, FP-Rh probe fluorescence polarization; inhibition, % at 8.92 µM; 370,000 compounds, 0.54% hits; AID 720543;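 active = inhibition exceeding the mean over every tested compound plus 3 SD, cut at about 30% in these data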;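 note: 0% = plate median of compound wells and 100% = S159A mutant with DMSO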
# Target sequence (Q8VD66 whole entry, looked up): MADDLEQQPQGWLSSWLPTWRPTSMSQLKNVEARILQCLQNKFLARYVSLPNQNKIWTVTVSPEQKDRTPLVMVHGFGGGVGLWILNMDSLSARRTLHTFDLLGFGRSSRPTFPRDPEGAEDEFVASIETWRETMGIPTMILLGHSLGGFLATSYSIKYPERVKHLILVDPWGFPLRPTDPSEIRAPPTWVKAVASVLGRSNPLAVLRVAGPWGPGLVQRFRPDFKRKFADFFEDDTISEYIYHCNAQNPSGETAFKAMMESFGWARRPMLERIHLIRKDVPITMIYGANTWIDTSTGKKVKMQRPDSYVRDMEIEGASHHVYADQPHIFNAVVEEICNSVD
#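 Assay system: mABHD4 protein; medium: HEPES pH 7.0, NaCl, Pluronic buffer; dosing: 8.92 µM, single dose; schedule: 45 min + 60 min at 25 °C; signal: FP readout, ex 525 nm / em 598 nm; read-out: normalized percent inhibition of probe labeling; repeats: single replicate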
# NPR2 activator: GC-B (human) receptor activation | HEK293-GC-B cells, CNP EC30, cGMP TR-FRET; 0% at EC30 CNP, 100% saturating CNP | 370,000 compounds, 0.11% hits | activation, % at 10 µM;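 active = activation at 10 µM reaching about 35% in either raw or pattern-adjusted values, limit read from the data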
# rCAG binder: r(CAG) repeat RNA binding. TO-PRO-1 dye displacement fluorescence. inhibition, % at 3 µM. 370,000 compounds, 1.3% hits. AID 651821;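 active = inhibition above the plate cutoff, the mean of all test compounds on that plate plus 3 SD, cut at about 35% in these data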;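 note: 0% = DMSO alone and 100% = 100 µM mitoxantrone as full dye displacement; higher means more dye released from RNA so lower well fluorescence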
# Rev-erbA mod: Rev-erb alpha (human) modulation | Rev-erbα–FITC-DNA binding, fluorescence polarization, 90 min | activity, % at 10 µM | 370,000 compounds, 0.79% hits;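 active = activity above about 14%, limit read from the data; passing the limit was not always enough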;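 note: 0% = DMSO wells with 35 nM protein and 100% = DMSO wells with 750 nM protein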
# * marks the source's active call; other numbers are inactive results; · = not tested or not shown.
SMILES,ASAP1 GAP inh,HTRA1 inh,ARFGAP1 inh,PG9 Ab binder,SMARCA2 activ,GC-A act,ABHD4 inh,NPR2 activator,rCAG binder,Rev-erbA mod
O=C(O)CN1C(=O)/C(=C\c2cc(Br)ccc2OCc2ccc(F)cc2)SC1=S,-12,-63,-22,-3.3,1,5,-19,2,81*,-2
Cn1cccc1/C=C1\SC(=O)N(c2ccccc2)C1=O,-12,7,3,1.3,5,1,7,-6,0,12
O=C(c1ccccc1)c1ccc(N2CCN(C(=O)c3ccc(F)cc3F)CC2)c(F)c1,1,-17,7,-1.3,-7,2,-9,6,0,2
c1ccc(N=C(c2cccs2)N2CCOCC2)cc1,-4,4,0,-2.1,2,1,5,1,-2,-1
O=C(COC(=O)c1ccc(Cl)c(S(=O)(=O)NCc2ccccc2)c1)NCC1CCCO1 (configuration not stated),11,5,-7,1.0,0,-1,-1,-1,1,7
CC1=Nn2c(nc(-c3ccccc3)c2-c2ccccc2)N(CC(N)=O)C(=O)C1,5,0,1,-1.3,0,0,-3,-4,-5,2
Cc1ccc(NNC(=O)c2cc(C)on2)c(C)c1,-7,4,-9,-1.4,-3,3,2,-1,-2,-5
Cc1nc2ccccc2c(=O)n1/N=C/c1ccccc1Cl,9,-2,-3,-3.4,5,2,3,1,-3,2
O=C(CCOc1ccccc1)Nc1ccccc1,2,-3,0,-1.0,3,5,5,2,1,-2
CCOC(=O)c1nn(-c2ccc(F)cc2)c(C)c1C(C)=O,4,0,-15,-0.4,-1,1,0,2,1,-1
N#Cc1cc2ccccc2nc1SCC(=O)Nc1ccc(S(=O)(=O)N2CCCC2)cc1,-2,-8,3,0.1,-2,-13,-49,-2,20,30*
CCN(C(=O)COC(=O)Cc1ccc(F)cc1)c1c(N)n(Cc2ccccc2)c(=O)[nH]c1=O,-7,6,-10,-0.2,-2,-2,1,9,0,-6
CCOc1ccc(CCNC(=O)C2CC=CCC2C(=O)OC(C)C)cc1OCC (configuration not stated),3,3,4,-1.6,2,-2,3,6,-13,4
Cc1nn(Cc2cccc(C(=O)Nn3cc([N+](=O)[O-])cn3)c2)c(C)c1[N+](=O)[O-],0,6,4,-2.0,0,4,-1,0,2,0
CCN(CC)C(=O)CSc1nc(OC)cc(=O)[nH]1,3,6,10,-0.9,4,2,-1,4,1,-2
COc1cccc(C(=O)OCC(=O)N2CCC(Cc3ccccc3)CC2)c1OC,5,-6,-5,-1.1,2,5,1,-4,-9,2
O=C(NCc1ccco1)C1CCCN1S(=O)(=O)c1ccc2ccccc2c1 (configuration not stated),9,-7,6,-2.2,-1,1,-1,0,-4,3
COc1ccc(CNc2ncnc3sccc23)cc1OC,-8,2,8,-1.3,-6,-3,2,2,2,3
CC(=O)CC[C@H]1CC[C@]2(CCCN(C(=O)c3ccccc3)C2)O1,·,·,·,·,1,1,-7,9,-1,6
COc1cc(C2NC(=O)c3ccccc3O2)cc(OC)c1OC (configuration not stated),11,14,-5,-1.1,0,0,8,8,-3,-5
O=C(c1cccs1)N1CCCC(c2nc3c(nnn3Cc3cccc(Cl)c3)c(=O)[nH]2)C1 (configuration not stated),3,-10,9,-0.9,2,2,1,5,7,3
O=C(/C=C/c1ccc(Br)o1)Nc1nccs1,1,-20,-3,-3.2,5,1,-4,2,4,-13
Cc1cccc(C)c1NC(=O)CN1CCN(C(=O)c2ccc(OCc3cn4ccccc4n3)cc2)CC1,-13,-2,3,1.4,-6,-6,3,0,0,-24
CCN(CC)CCc1c(C)[nH]c(C(=O)OCc2ccccc2)c1C,-3,2,5,-2.5,-2,4,2,-2,-6,-5
COCCCNC(=S)NNC(=O)c1ccc(S(=O)(=O)N2CCC(C)CC2)cc1,-3,6,4,-1.2,-1,2,4,-3,13,0
CCOc1ccc2cc(C3CC(c4ccco4)=NN3S(C)(=O)=O)c(=O)[nH]c2c1 (configuration not stated),11,-4,4,-1.2,1,2,6,-1,5,2
COc1ccc([N+](=O)[O-])cc1-n1cnnn1,7,-2,3,-2.6,1,-4,-17,3,1,-7
CCC(=O)Nc1nc(C)c(-c2csc(Nc3ccc(C(=O)O)cc3)n2)s1,-10,1,-1,-6.8,-2,-1,-1,1,10,6
CCOC(CNC(=O)c1ccc2c(c1)ncn2-c1ccc(F)c(F)c1)OCC,-7,-6,0,0.4,1,0,-4,4,-8,4
CC(C)(C)NC(=O)CN(C(=O)C(=O)Nc1ccc2c(c1)OCCO2)C1CCCC1,1,0,3,2.0,1,3,-5,2,0,4
Cc1nc(-c2ccc(Cl)cc2)sc1C1(C)CC(c2cccc(F)c2)=NO1 (configuration not stated),1,-25,0,1.0,2,4,-7,-5,-1,5
CCOC(=O)c1sc2nccc(N(C)C)c2c1N=CNOC,-7,-7,2,-1.5,1,12,-1,7,-7,2
CC1(C(=O)NCc2ccc(F)c(F)c2)Cc2c(-c3ccc4c(c3)OCO4)ccnc2O1 (configuration not stated),-1,·,5,0.5,-4,-11,3,-3,1,-3
Fc1ccc(Cn2nnnc2C(c2ccc(Cl)cc2)N2CCSCC2)cc1 (configuration not stated),-4,-22,-17,-1.5,4,-25,-1,-12,-3,-4
O=Cc1cn[nH]c1-c1ccccc1,6,-8,0,0.2,0,5,0,3,0,-1
Cc1cc(C)nc(N2CCC(C(=O)NNC(=O)Cc3ccccc3)CC2)n1,1,3,2,-1.7,-2,0,-9,-1,-2,3
Cn1cccc1C(=O)OCC(=O)c1c[nH]c2ccccc12,10,-13,0,-2.5,6,2,-2,8,6,2
O=C(O)CC(NC(=O)Nc1ccccc1)c1ccc(OC2CCCC2)cc1 (configuration not stated),12,0,-16,0.8,2,3,0,2,8,0
Cc1ccc(N/N=C/c2ccc(N3CCOCC3)cc2)cc1C,0,4,7,-0.5,4,-2,7,4,4,2
CC(=O)N1CCN(c2ccc(NC(=O)c3ccccc3C)cc2)CC1,1,-3,14,-0.2,0,2,10,1,-2,8

# The last 4 entries of the section before lead into the next:
SMILES,ASAP1 GAP inh,HTRA1 inh,ARFGAP1 inh,PG9 Ab binder,SMARCA2 activ,GC-A act,ABHD4 inh,NPR2 activator,rCAG binder,Rev-erbA mod
Cn1cccc1C(=O)OCC(=O)c1c[nH]c2ccccc12,10,-13,0,-2.5,6,2,-2,8,6,2
O=C(O)CC(NC(=O)Nc1ccccc1)c1ccc(OC2CCCC2)cc1 (configuration not stated),12,0,-16,0.8,2,3,0,2,8,0
Cc1ccc(N/N=C/c2ccc(N3CCOCC3)cc2)cc1C,0,4,7,-0.5,4,-2,7,4,4,2
CC(=O)N1CCN(c2ccc(NC(=O)c3ccccc3C)cc2)CC1,1,-3,14,-0.2,0,2,10,1,-2,8
CCCN(C)C[C@@H]1OCCCC[C@@H](C)Oc2ccc(NS(=O)(=O)c3ccc(OC)cc3)cc2C(=O)N([C@H](C)CO)C[C@@H]1C,9,·,2,0.2,-3,-1,2,6,3,5
Cc1cccc(S(=O)(=O)NC(=O)C2(C)CCN2C(=O)c2sccc2C)c1 (configuration not stated),0,·,-9,-0.6,3,-2,4,-1,5,-6
CCCCn1c(N)c(N(CC(C)C)C(=O)C2CC(=O)N(c3ccccc3C(C)CC)C2)c(=O)[nH]c1=O (configuration not stated),-15,-3,5,-2.1,-3,2,0,2,-7,6
O=S1(=O)CC(N2CCCCC2)CN1Cc1ccc(F)cc1 (configuration not stated),-3,·,-1,-2.0,-3,4,1,6,4,-8
COc1cc(OC)cc(-c2c(C#Cc3ccsc3)c3cc(-c4cccc5[nH]ccc45)ccc3n2C)c1,-6,11,10,-1.0,2,3,1,4,24,0
CN1CCN(c2ccc(S(=O)(=O)N3CCCCC3)cc2NC(=O)/C=C/c2ccc(OC(F)F)cc2)CC1,25*,-26,14,-1.6,1,-4,5,1,2,7
COc1cccc(NC(=O)CC2Oc3ccccc3NC2=O)c1 (configuration not stated),-4,-1,9,-0.9,-1,1,1,-6,-2,0
C=CCn1c(=O)c(C(=O)NCc2ccccc2)c(O)c2ccccc21,-10,-15,0,3.1,-3,4,-7,6,1,-2
CN(C)c1cccc(C(=O)N/N=C/c2ccccc2F)c1,-13,12,2,-4.3,-2,-6,-8,0,1,3
CN=c1nc(-c2ccccc2)n(-c2ccccc2)s1,3,0,4,-0.7,1,0,-1,10,2,-1
COc1cccc(CN(Cc2cccnc2)S(=O)(=O)c2ccc(-n3cnnn3)c(C)c2)c1,4,-5,6,-2.0,-5,1,-8,-4,-4,3
COc1ccc(CC(=O)NCC(=O)N/N=C/c2ccc(C)o2)cc1,8,-5,-4,-1.5,1,2,-8,-2,2,0
Cc1ccccc1NC(=O)Cc1nnc(SCC(=O)NC2CCCCC2)n1C,-10,7,-6,-1.5,-3,-1,4,-3,-1,-1
COc1ccccc1N1CCN(Cc2ccc(Br)o2)CC1,-9,0,-8,-2.8,4,0,9,-2,-5,0
Cc1ccc(S(=O)(=O)NC(C(=O)N2CCOCCOCCOCCOCC2)C(C)C)cc1 (configuration not stated),-3,-5,5,1.7,-1,2,-1,4,-3,6
COc1ccccc1CCNC(=O)NC1CCCCC1,-11,-2,-2,-0.3,0,0,2,4,-1,3
O=c1[nH]c2ccc(Cl)cc2c(-c2ccccc2)c1N1CCN(c2ccccn2)CC1,-4,-4,-3,-0.9,-4,1,-1,-2,2,8
CCN(CC)CCNC(=O)Cn1nc(-c2ccccc2)c2ccccc2c1=O,5,-1,3,-2.5,2,-1,7,3,-1,-7
COc1cccc(CNC(=O)Cn2cc3c(n2)CCCCC3)c1,-11,-4,-23,-0.3,-2,-1,2,0,0,-4
COc1ccc(NC(=O)c2ccc(NC(=O)C3COc4ccccc4O3)cc2)c(OC)c1 (configuration not stated),-8,4,-7,-0.1,-1,3,1,1,0,-8
Cc1ccc(S(=O)(=O)N2CCN(C(=O)CNC(=O)c3ccc(Br)o3)CC2)cc1,-12,-1,8,0.2,0,1,5,-4,-8,-4
CC(C)c1[nH]c(=O)c(C#N)c2c1CSC(C)(C)C2,3,-4,2,-1.8,1,3,-19,2,14,1
COc1ccc(-c2cnc3c(c2)C(=O)N([C@H](C)CO)C[C@H](C)[C@H](CN(C)C(=O)Cc2cccnc2)O3)cc1,12,6,9,-1.6,-2,4,7,5,0,4
Cc1ccc(Nc2nc(N)nc(CSc3nnnn3-c3ccccc3)n2)cc1,4,-15,13,-0.9,-1,-4,-8,1,9,-8
CC(C)NC(=O)c1cc(C2CCCCN2C(=O)c2ccc(C(C)C)cc2)on1 (configuration not stated),0,·,-13,0.7,-6,1,-6,4,-2,-4
COC(=O)c1ccccc1C(=O)N1CC(O)CO1 (configuration not stated),-14,-2,-5,-1.4,-3,0,2,6,0,5
CC1CCc2nc3ccc(S(=O)(=O)N4CCC(C(=O)NCc5ccccc5Cl)CC4)cc3c(C(=O)O)c2C1 (configuration not stated),8,-21,16,-2.6,-1,-7,0,-4,47*,6

# Outcome played no part in choosing rows (roughly 4.4% active in at least one column).
